GASC1 inh = KDM4C (human) demethylase inhibition. Q9H3R0. GST-KDM4C 2-372, H3K9me3 peptide, LANCE TR-FRET. inhibition, % at 12.5 µM. hit rate 0.15% among 96,000. AID 720574;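 active = mean replicate inhibition above about 25%, with at least 55% of replicates also reaching it, limit read from the data, passing the limit was not always enough; inconclusive = only one of those two conditions met; inactive = neither condition met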
Target sequence (Q9H3R0 2-372 limits assumed): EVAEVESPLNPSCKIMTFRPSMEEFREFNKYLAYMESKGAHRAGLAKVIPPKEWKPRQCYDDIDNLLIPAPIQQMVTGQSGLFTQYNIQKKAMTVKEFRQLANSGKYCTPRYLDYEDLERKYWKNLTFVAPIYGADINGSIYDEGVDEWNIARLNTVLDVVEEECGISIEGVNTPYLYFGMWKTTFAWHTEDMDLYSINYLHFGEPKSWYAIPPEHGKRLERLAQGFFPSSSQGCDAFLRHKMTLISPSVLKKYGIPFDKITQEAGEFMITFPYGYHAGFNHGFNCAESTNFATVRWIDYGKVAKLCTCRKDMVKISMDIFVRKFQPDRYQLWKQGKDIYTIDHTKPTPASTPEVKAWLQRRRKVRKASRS
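Material: N-terminal GST-fused human GASC-1 (KDM4C) fragment, residues 2-372. Input: 10 nM enzyme. Incubation: enzyme reaction 30 min, then detection 60 min, both room temperature. Doses: one test concentration per compound. Read-out basis: inhibition from TR-FRET ratio decrease. Detection: LANCE TR-FRET, excitation 340 nm, emissions 618 and 671 nm.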
C diff HTS = blocks growth of Clostridium difficile. Clostridium difficile clinical isolate growth, OD600, 24 h; stronger effect = lower value. growth activity, negative = inhibition, % at 16 µg/mL (by protocol). hit rate 0.25% among 86,000. AID 1259249;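 active = mean growth activity at or below -80% and every replicate also at or below -80%; inconclusive = mean at or below -80% but some replicate above -80%; inactive = mean growth activity above -80%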;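 also: 0% = DMSO wells and -100% = levofloxacin 16 µg/mL wells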
Pf Dd2 inh = inhibitors of Plasmodium falciparum Dd2 growth. P. falciparum Dd2 growth, SYBR Green, 72 h; stronger effect = lower value. hit rate 2.3% among 94,000. AID 1159554. activity change, % at 10 µM; in the data active = activity change below about -80%; inconclusive = no clear call, values can overlap the other calls
T cruzi growth = blocks T. cruzi growth in NIH3T3 culture; T. cruzi beta-gal in NIH3T3, GalScreen luminescence, 90 h; inhibition, % at 8.34 µM; hit rate 5.9% among 77,000; AID 624255;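 active = mean inhibition above about 93%, with at least 55% of replicates each passing it, limit read from the data, passing the limit was not always enough; inconclusive = only one of those two conditions holds; inactive = neither condition holds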
The depositor's hits bear a star; ? = inconclusive; . = not tested or not shown; & = joins results of further samples.

Start of the data: the first 2 entries, ahead of the listing:
entry	GASC1 inh	C diff HTS	Pf Dd2 inh	T cruzi growth	smiles
1	1.1	0.2	-40.4	36.9	O=C(NC[C@@H]1[C@@H](c2ccccc2)[C@@H](CO)N1Cc1ccccn1)C1CCCC1
2	-3.0	-10.6	0.4	46.3	CN(C)CC(=O)Nc1ccc2c(c1)[C@@H]1C[C@@H](CC(=O)NCc3ccc(-c4ccccc4)cc3)O[C@@H](CO)[C@@H]1O2

This part in full (from the top)
entry	GASC1 inh	C diff HTS	Pf Dd2 inh	T cruzi growth	smiles
1	1.1	0.2	-40.4	36.9	O=C(NC[C@@H]1[C@@H](c2ccccc2)[C@@H](CO)N1Cc1ccccn1)C1CCCC1
2	-3.0	-10.6	0.4	46.3	CN(C)CC(=O)Nc1ccc2c(c1)[C@@H]1C[C@@H](CC(=O)NCc3ccc(-c4ccccc4)cc3)O[C@@H](CO)[C@@H]1O2
3	-0.1	5.5	8.6	91.0	O=C(Cc1ccccc1)N1C[C@H]2[C@@H](c3ccccc31)[C@H](CO)N2S(=O)(=O)c1ccccc1
4	0.4	-3.6	-3.4	2.1	CC(=O)Nc1ccc2c(c1)C(=O)N(C)[C@@H]1CC[C@H](CC(=O)NCCCN3CCOCC3)O[C@@H]1CO2
5	0.2	-102.7*	-87.2*	?	C[C@@H]1CCCCO[C@H](CN(C)CC2CCCCC2)[C@H](C)CN([C@@H](C)CO)C(=O)c2cc(NC(=O)Nc3ccc(C(F)(F)F)cc3)ccc2O1
6	0.8	-1.7	5.4	-13.7	COc1ccc(NC(=O)N(C)C[C@H]2OCc3cn(nn3)CCCC(=O)N([C@@H](C)CO)C[C@H]2C)cc1
7	2.5	-2.4&-4.6	7.5	.	CC(C)NC(=O)Nc1ccc2c(c1)CC(=O)N([C@H](C)CO)C[C@@H](C)[C@@H](CN(C)Cc1ccc(C(=O)O)cc1)O2
8	-0.3	2.6	-31.1	-17.4	C[C@@H]1CN([C@@H](C)CO)C(=O)c2cc(NC(=O)c3ccccc3)ccc2O[C@@H](C)CCCCO[C@@H]1CN(C)S(=O)(=O)c1cn(C)cn1
9	0.1	-1.5	31.9	-8.5	CC(C)NC(=O)N(C)C[C@H]1Oc2ncc(C#CC3(O)CCCC3)cc2C(=O)N([C@@H](C)CO)C[C@H]1C
10	-1.1	13.1	1.4	74.6	O=C(Nc1ccccc1)N1CCCCN2[C@H](CO)[C@H](c3ccc(Br)cc3)[C@H]2C1
11	1.1	-0.4	?	.	Cc1ccc(S(=O)(=O)Nc2ccc3c(c2)C(=O)N([C@@H](C)CO)C[C@@H](C)[C@H](CN(C)Cc2ccc(C(=O)Nc4ccccc4N)cc2)O3)cc1
12	1.1	.	32.2	-29.2	CCCC(=O)Nc1ccc2c(c1)OC[C@@H](C)N(CCC(F)(F)F)C[C@H](C)[C@H](OC)CN(C)C2=O
13	-1.6	2.3	-2.3	2.3	CC(C)NC(=O)N1C[C@@H]2[C@H](c3ccccc31)[C@@H](CO)N2C(=O)Nc1ccccc1
14	-0.3	.	-78.3	.	C[C@@H]1CCCCO[C@H](CN(C)Cc2ccccc2)[C@H](C)CN([C@H](C)CO)C(=O)c2cc(NC(=O)Nc3ccccc3)ccc2O1
15	-1.9	0.6	13.2	-38.0	CS(=O)(=O)Nc1ccc2c(c1)[C@H]1C[C@H](CC(=O)NCc3ccncc3)O[C@H](CO)[C@H]1O2
16	1.4	-17.1	5.6	.	CC(C)C#Cc1ccc([C@@H]2[C@@H](CO)N3C(=O)CN(C(=O)NC4CCCC4)C[C@H]23)cc1

Rewritten with two lines to a compound: entries from further up.
The line under a structure holds: GASC1 inh	C diff HTS	Pf Dd2 inh	T cruzi growth
(1) O=C(NC[C@@H]1[C@@H](c2ccccc2)[C@@H](CO)N1Cc1ccccn1)C1CCCC1
    1.1	0.2	-40.4	36.9
(2) CN(C)CC(=O)Nc1ccc2c(c1)[C@@H]1C[C@@H](CC(=O)NCc3ccc(-c4ccccc4)cc3)O[C@@H](CO)[C@@H]1O2
    -3.0	-10.6	0.4	46.3
(3) O=C(Cc1ccccc1)N1C[C@H]2[C@@H](c3ccccc31)[C@H](CO)N2S(=O)(=O)c1ccccc1
    -0.1	5.5	8.6	91.0
(4) CC(=O)Nc1ccc2c(c1)C(=O)N(C)[C@@H]1CC[C@H](CC(=O)NCCCN3CCOCC3)O[C@@H]1CO2
    0.4	-3.6	-3.4	2.1
(5) C[C@@H]1CCCCO[C@H](CN(C)CC2CCCCC2)[C@H](C)CN([C@@H](C)CO)C(=O)c2cc(NC(=O)Nc3ccc(C(F)(F)F)cc3)ccc2O1
    0.2	-102.7*	-87.2*	?
(6) COc1ccc(NC(=O)N(C)C[C@H]2OCc3cn(nn3)CCCC(=O)N([C@@H](C)CO)C[C@H]2C)cc1
    0.8	-1.7	5.4	-13.7
(7) CC(C)NC(=O)Nc1ccc2c(c1)CC(=O)N([C@H](C)CO)C[C@@H](C)[C@@H](CN(C)Cc1ccc(C(=O)O)cc1)O2
    2.5	-2.4&-4.6	7.5	.
(8) C[C@@H]1CN([C@@H](C)CO)C(=O)c2cc(NC(=O)c3ccccc3)ccc2O[C@@H](C)CCCCO[C@@H]1CN(C)S(=O)(=O)c1cn(C)cn1
    -0.3	2.6	-31.1	-17.4
(9) CC(C)NC(=O)N(C)C[C@H]1Oc2ncc(C#CC3(O)CCCC3)cc2C(=O)N([C@@H](C)CO)C[C@H]1C
    0.1	-1.5	31.9	-8.5
(10) O=C(Nc1ccccc1)N1CCCCN2[C@H](CO)[C@H](c3ccc(Br)cc3)[C@H]2C1
    -1.1	13.1	1.4	74.6
(11) Cc1ccc(S(=O)(=O)Nc2ccc3c(c2)C(=O)N([C@@H](C)CO)C[C@@H](C)[C@H](CN(C)Cc2ccc(C(=O)Nc4ccccc4N)cc2)O3)cc1
    1.1	-0.4	?	.
(12) CCCC(=O)Nc1ccc2c(c1)OC[C@@H](C)N(CCC(F)(F)F)C[C@H](C)[C@H](OC)CN(C)C2=O
    1.1	.	32.2	-29.2

(cont.)
entry	GASC1 inh	C diff HTS	Pf Dd2 inh	T cruzi growth	smiles
17	-1.5	1.6	19.7	.	C[C@@H]1CN([C@H](C)CO)C(=O)c2cc(-c3ccc(C#N)cc3)cnc2O[C@H]1CN(C)Cc1cncnc1
18	-3.1	18.4	13.3	27.5	Cc1ccc(S(=O)(=O)N(C)C[C@@H]2Oc3ccc(NC(=O)Nc4ccc5c(c4)OCO5)cc3C(=O)N([C@H](C)CO)C[C@H]2C)cc1
19	-5.1	12.9	-7.2	93.0	O=C(Nc1cccc(Cl)c1)N1C[C@H]2[C@@H](c3ccccc31)[C@@H](CO)N2Cc1ccccc1Cl
20	-1.2	1.2	-71.8	.	COc1ccc(S(=O)(=O)N(C)C[C@H]2Oc3cc(-c4cccc(F)c4)ccc3S(=O)(=O)N([C@H](C)CO)C[C@@H]2C)cc1
21	0.8	.	-22.7	-45.9	CO[C@@H]1CN(C)C(=O)c2ccc(NC(=O)NC(C)C)cc2OC[C@H](C)N(Cc2ccccc2)C[C@@H]1C
22	0.7	-2.3	23.4	.	COCC(=O)N(C)C[C@H]1Oc2ncc(-c3ccccc3F)cc2C(=O)N([C@H](C)CO)C[C@@H]1C
23	0.4	-2.9	15.8	53.3	C[C@@H]1CN([C@H](C)CO)C(=O)c2cccc(NC(=O)c3ccncc3)c2O[C@@H]1CN(C)S(=O)(=O)c1ccc(F)cc1
24	0.2	-2.0	10.9	3.9	C[C@@H]1CN([C@H](C)CO)C(=O)c2cc(NS(=O)(=O)c3ccc(F)cc3)ccc2O[C@@H]1CN(C)C(=O)Nc1ccc2c(c1)OCO2
25	3.9	-6.5	-4.4	19.4	COc1ccccc1CN1[C@@H]2CN(C(=O)C3CCC3)c3ccccc3[C@@H]2[C@@H]1CO
26	-0.5	-2.6	0.3	.	COc1ccc(NC(=O)N2CC(=O)N3[C@H](C2)[C@H](c2ccc(-c4ccccc4)cc2)[C@@H]3CO)cc1
27	0.2	1.8	-24.0	.	C[C@@H]1CN([C@H](C)CO)C(=O)c2cc(NC(=O)c3ccncc3)ccc2O[C@@H](C)CCCCO[C@@H]1CN(C)S(=O)(=O)c1ccccc1
28	0.5	-5.0	-76.0	44.5	C[C@H](CO)N1C[C@H](C)[C@H](CN(C)Cc2ccc(C(=O)Nc3ccccc3N)cc2)Oc2c(cccc2N(C)C)C1=O
29	1.0	-3.5	32.8	-46.0	CC(C)NC(=O)Nc1ccc2c(c1)C(=O)N([C@H](C)CO)C[C@H](C)[C@@H](CN(C)Cc1ccc(C(=O)O)cc1)OCCCC[C@H](C)O2
30	1.8	-1.5	-3.9	94.7	C[C@@H]1CN([C@H](C)CO)S(=O)(=O)c2ccc(-c3ccncc3)cc2O[C@@H]1CN(C)Cc1ccncc1
31	-0.2	-8.9	-19.7	-72.5	C[C@@H]1CCCCO[C@H](CN(C)Cc2ccccc2)[C@@H](C)CN([C@H](C)CO)C(=O)c2cc(NS(=O)(=O)c3ccc(F)cc3)ccc2O1
32	-0.2	-15.5	-48.8	88.4	CN(C)C(=O)c1cccc(-c2ccc3c(c2)[C@@H]2[C@@H](CCN2C(=O)Nc2ccc(F)cc2)[C@H](CO)N3C)c1
33	-0.1	-0.1	9.5	-13.2	CNC(=O)C[C@H]1CC[C@@H]2[C@@H](COc3ccc(NC(=O)Cc4cccs4)cc3C(=O)N2C)O1
34	-0.2	.	-17.9	23.1	C[C@@H]1CN([C@H](C)CO)C(=O)CCCn2cc(nn2)CO[C@H]1CN(C)C(=O)NC1CCCC1
35	0.7	-2.7	-2.8	.	C[C@H](CO)N1C[C@H](C)[C@@H](CN(C)C)Oc2ccc(NC(=O)Cc3cn(C)c4ccccc34)cc2CC1=O
36	0.0	-6.9	7.8	10.3	COc1ccc(S(=O)(=O)N[C@H]2CC[C@@H](CCNC(=O)CN3CCOCC3)O[C@H]2CO)cc1
37	1.3	-0.9	29.1	24.0	Cc1ccc(S(=O)(=O)N(C)C[C@@H]2Oc3ccc(NC(=O)CCC(F)(F)F)cc3C(=O)N([C@@H](C)CO)C[C@@H]2C)cc1
38	2.4	-0.3	-18.7	-4.3	CCCc1cn(CC[C@@H]2CC[C@H](NC(=O)Nc3ccc4c(c3)OCO4)[C@@H](CO)O2)nn1
39	-2.5	-0.2	-6.3	.	Cc1ccc(CN2CC(=O)N3[C@H](CO)[C@@H](c4ccc(-c5ccccc5F)cc4)[C@H]3C2)cc1
40	0.4	7.5	7.9	58.3	COC(=O)C[C@H]1CC[C@H]2[C@H](COc3ccc(NC(=O)c4ccc(C(F)(F)F)cc4)cc3C(=O)N2C)O1
41	0.2	5.0	39.1	-54.7	C[C@@H]1CCCCO[C@H](CN(C)S(=O)(=O)c2cn(C)cn2)[C@H](C)CN([C@H](C)CO)C(=O)c2cc(NS(C)(=O)=O)ccc2O1
42	0.2	4.3	-1.2	109.5*	C/C=C/c1ccc2c(c1)O[C@H](CN(C)Cc1ccccc1F)[C@H](C)CN([C@H](C)CO)S2(=O)=O
43	0.2	29.1	-42.8	.	O=C(c1ccc(F)cc1)N1CC(=O)N2[C@H](CO)[C@H](c3ccc(C#CC4CCCC4)cc3)[C@H]2C1
44	3.0	1.2	-13.0	21.2	CN(C[C@H]1[C@@H](c2ccccc2)[C@@H](CO)N1C(=O)C1CC1)C(=O)c1ccccn1
45	0.1	0.0	-37.0	68.7	C[C@H](CO)N1C[C@H](C)[C@@H](CN(C)S(=O)(=O)c2ccccc2)Oc2ccc(NC(=O)C3CCCCC3)cc2CC1=O
46	0.7	-1.7	-5.3	1.4	O=S(=O)(N[C@H]1CC[C@H](CCn2cc(C3CC3)nn2)O[C@@H]1CO)c1ccc(Cl)cc1
47	-1.3	0.6	14.6	52.6	CC=Cc1ccc2n(c1=O)C[C@H]1[C@H](CO)[C@@H](C(=O)N3CCN(C)CC3)N(Cc3ccccc3OC)[C@@H]21 (mixture of isomers)
48	-0.5	4.6	-40.4	70.7	C[C@@H]1CCCCO[C@@H](CN(C)C(=O)C2CCCCC2)[C@H](C)CN([C@H](C)CO)C(=O)c2cc(NC(=O)NC3CCCCC3)ccc2O1
49	2.5	6.0	-36.7	79.2	C[C@H](CO)N1C[C@H](C)[C@H](CN(C)C(=O)Nc2cccc3ccccc23)Oc2ncc(-c3ccc(F)cc3)cc2C1=O
50	0.4	9.9	-16.7	15.2	C[C@@H]1CN([C@H](C)CO)C(=O)c2cc(NC(=O)C3CC3)ccc2O[C@@H]1CN(C)C
51	-0.6	-1.5	13.0	-122.3	COc1ccc(NC(=O)N(C)C[C@@H]2Oc3ncc(-c4cccnc4)cc3C(=O)N([C@H](C)CO)C[C@@H]2C)cc1

Hits appear at their usual frequency; about 7% have a hit in one of these screens.
